MrgX1 agonist – agonists of human MrgX1 receptor, primary screen, HEK293 cells, Fluo-4 calcium flux | Mas-related G-protein coupled receptor member X1 (Homo sapiens), Q96LB2 | Fluo-4 calcium fluorescence, agonist mode; active compounds read high | 310,000 tested, 0.44% active | B-score at 10 µM;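 active means calcium response B-score plate-corrected fluorescence ratio at least 3 library SD, with starting fluorescence B-score inside 5 SD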
Target sequence (Q96LB2 whole entry, looked up): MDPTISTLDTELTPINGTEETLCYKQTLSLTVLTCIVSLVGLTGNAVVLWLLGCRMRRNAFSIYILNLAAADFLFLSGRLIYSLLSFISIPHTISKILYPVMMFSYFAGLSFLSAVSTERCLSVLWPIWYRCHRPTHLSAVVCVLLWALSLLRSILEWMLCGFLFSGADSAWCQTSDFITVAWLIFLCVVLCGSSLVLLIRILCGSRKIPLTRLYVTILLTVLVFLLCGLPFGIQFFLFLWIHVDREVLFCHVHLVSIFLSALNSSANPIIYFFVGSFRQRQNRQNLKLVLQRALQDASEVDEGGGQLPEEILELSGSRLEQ
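Test system: HEK293 cells stably expressing human MrgX1 receptor; Input: fifteen thousand cells per well; Dosing: compound delivered in addition one of three; Schedule: overnight seeding, then 1 h dark dye loading; Technique: Fluo-4 NW calcium fluorescence; Measure: B-scored fluorescence response ratio; Controls: positive and negative controls per plate.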
RGS4 act – RGS4 potentiators or activators, primary screen, cell-based, HEK293 M3R inducible RGS4, calcium flux | B-score at 10 µM | carbachol calcium flux Fluo4; active compounds read low | 310,000 tested, 0.92% active | AID 463111, 2010;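 active means B-score of the integrated calcium signal more than 4 SD below the library mean, with starting fluorescence not abnormally high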;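 further: negative B-score means reduced calcium response which marks RGS4 activation or potentiation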
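Material: M3R-expressing HEK293 line, RGS4 induced by doxycycline | Schedule: Overnight RGS4 induction, 30 min dye load 37 °C, 20 min compound RT | Measured by: Fluo4 fluorescence kinetic imaging of calcium | Read-out: Integrated calcium ratio converted to B score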
TRPC6 act – mouse TRPC6 channel activators, primary screen, cell-based, HEK293, membrane potential dye; Short transient receptor potential channel 6 (Mus musculus), Q61143; HEK293-TRPC6 membrane potential dye fluorescence; active compounds read high; B-score at 10 µM; 310,000 tested, 0.13% active; AID 2550, 2010;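 active means B-score of the integrated fluorescence ratio above library mean plus 3 SD, and starting fluorescence ratio within library mean plus 5 SD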;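 further: higher score means more depolarization so channel activation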
TMEM16A act – TMEM16A chloride channel activators or potentiators, primary screen, cell-based, HTS | Anoctamin-1 (Mus musculus), Q8BHY3 | HEK293 TMEM16A/YFP-H148Q/I152L, iodide quench fluorescence; active compounds read low | B-score at 10 µM | 340,000 tested, 0.3% active;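 active means fluorescence-ratio B-score plate-corrected deviation score at least 3 library SD below zero, with starting fluorescence score within 5 deviations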;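 further: channel opened by trigger with iodide after compound preincubation; score built on the fluorescence ratio of max minus min over baseline; more negative score means more quench and so TMEM16A activation or potentiation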
ANO1 block – TMEM16A chloride channel inhibitors, primary screen, cell-based, HTS; normalized B-score (activity score, 25-100; higher = stronger inhibition) at 10 µM; 310,000 tested, 1.2% active; HEK293 TMEM16A/YFP iodide influx fluorescence, ionomycin; Anoctamin-1 (Mus musculus), Q8BHY3; AID 588511, 2011;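 active means ratio plate-corrected score three or more library SD toward inhibition, starting fluorescence score within five deviations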;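 further: score derived from kinetic fluorescence span divided by baseline fluorescence per well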
MrgX1 allo act – positive allosteric modulators of MrgX1, primary screen, HEK293 cells, Fluo-4 calcium flux; FDSS; active compounds read high; B-score at 10 µM; 310,000 tested, 0.63% active; AID 588675, 2011;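 active means plate-corrected calcium response at least 3 library SD above typical, normal starting fluorescence, not activating the receptor alone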;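 further: compound read alongside a low EC10 to EC30 dose of BAM8-22 agonist; peak minus trough fluorescence over baseline measured at the second addition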
MrgX1 antag – antagonists of human MrgX1 receptor, primary screen, HEK293 cells, Fluo-4 calcium flux | BAM8-22 antagonism; active compounds read low | B-score at 10 µM | 310,000 tested, 1.3% active | AID 588676, 2011;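 active means calcium-response B-score plate-corrected more than 3 library SD below zero, starting fluorescence within 5 deviations, no agonist response on first addition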;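 further: peak minus trough fluorescence over baseline after final BAM8-22 challenge near maximal dose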
HDAC3 inhib – HDAC3 deacetylase inhibitors, primary screen, biochemical, fluorescence, cell-free homogeneous. 320,000 tested, 0.15% active. inhibition, % at 8.3 µM. recombinant HDAC3, fluorogenic peptide/trypsin coupled; in the data active means inhibition above about 26%, passing the limit was not always enough
Target sequence (O15379 whole entry, looked up): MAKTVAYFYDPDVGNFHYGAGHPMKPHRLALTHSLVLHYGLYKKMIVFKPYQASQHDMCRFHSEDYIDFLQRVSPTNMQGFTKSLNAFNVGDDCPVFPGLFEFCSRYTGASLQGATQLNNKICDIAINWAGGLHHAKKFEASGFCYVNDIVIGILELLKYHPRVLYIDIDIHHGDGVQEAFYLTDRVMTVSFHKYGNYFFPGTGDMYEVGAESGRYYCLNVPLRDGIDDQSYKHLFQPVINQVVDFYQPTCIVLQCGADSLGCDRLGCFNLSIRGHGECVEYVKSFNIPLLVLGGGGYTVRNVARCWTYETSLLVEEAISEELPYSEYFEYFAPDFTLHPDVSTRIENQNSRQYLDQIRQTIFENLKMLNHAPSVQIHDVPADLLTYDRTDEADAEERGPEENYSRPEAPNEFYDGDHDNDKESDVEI
SKKanGAS inh – S. pyogenes SKKanGAS growth inhibitors in kanamycin, primary screen, streptokinase expression inhibitor project, SKKanGAS strain, BacTiter-Glo luminescence | AID 1662, 2009 | inhibition, % at 7.5 µM | 300,000 tested, 1.3% active | 6 h;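 active means mean replicate score, as percent of positive control median, at least 50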;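 further: strain carries kanamycin resistance gene driven by streptokinase promoter and grows in 40 µg/ml kanamycin; loss of luminescence reflects streptokinase promoter inhibition or plain growth inhibition; 0% = median of DMSO wells and 100% = positive control at its reference dose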
TRPC6 inh – mouse TRPC6 channel inhibitors, primary screen, cell-based, HEK293, membrane potential dye. Short transient receptor potential channel 6 (Mus musculus), Q61143. ACh-evoked depolarization; active compounds read low. B-score at 10 µM. 310,000 tested, 1.1% active;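 active means B-score under library mean minus 3 SD, initial fluorescence not abnormally high, positive integrated signal ratio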;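 further: B-score derived from integrated fluorescence ratio over the kinetic read; more negative B-score means stronger inhibition of depolarization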
RGS4 inh – RGS4 inhibitors, primary screen, cell-based, HEK293 M3R inducible RGS4, calcium flux | Regulator of G-protein signaling 4 (Homo sapiens), P49798 | Fluo-4 calcium flux; active compounds read high; triggered by carbachol at its EC20 | B-score at 10 µM | 310,000 tested, 0.45% active;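 active means B-score, a plate-corrected calcium signal, over three deviations above library mean, with baseline fluorescence within five deviations of library mean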;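 further: RGS4 expression induced by doxycycline in cells with stable M3 receptor; B-score is computed from the integrated fluorescence ratio over baseline after carbachol; higher B-score means a larger calcium signal and so more RGS4 inhibition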
Target sequence (P49798 whole entry, looked up): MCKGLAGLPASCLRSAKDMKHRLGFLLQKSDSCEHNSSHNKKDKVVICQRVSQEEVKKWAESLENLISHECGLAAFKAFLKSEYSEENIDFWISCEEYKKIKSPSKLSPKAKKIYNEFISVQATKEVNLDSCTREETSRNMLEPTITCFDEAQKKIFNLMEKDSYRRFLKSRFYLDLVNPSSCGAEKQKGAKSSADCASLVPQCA
* hit, by the source's call; i = inactive; . = not tested or not shown. This is a random part of the collection, and some 6.7% of all compounds hit somewhere here.

cpd	smiles	MrgX1 agonist	RGS4 act	TRPC6 act	TMEM16A act	ANO1 block	MrgX1 allo act	MrgX1 antag	HDAC3 inhib	SKKanGAS inh	TRPC6 inh	RGS4 inh
1	COc1ccc(NC(=O)c2cc3ccccc3cc2OC)cc1	i	i	i	i	i	i	i	-3	18	i	i
2	Cn1c(=O)c2ncn(CC(=O)N/N=C/c3ccco3)c2n(C)c1=O	i	i	i	i	i	i	i	-4	-4	i	i
3	Cc1ccc(NC(=O)c2cc(S(=O)(=O)N3CCC4(CC3)OCCO4)ccc2F)cc1	i	i	i	i	i	i	i	7	-8	i	i
4	COc1ccc2oc(=O)c(-c3cn4ccc(C)cc4n3)cc2c1	i	i	i	i	i	i	i	-4	-10	i	i
5	c1ccc(Oc2nc3ccccc3n3cccc23)cc1	i	i	i	i	i	i	i	-2	6	i	i
6	c1ccc(OCCCc2nc(-c3cccnc3)no2)cc1	i	i	i	i	i	i	i	-8	-3	i	i
7	O=C(O)CN1CCN(C(c2ccccc2)c2ccccc2)CC1	i	i	i	i	i	i	i	4	-13	i	i
8	CC1CCCN(CC(=O)Nc2ccc(S(=O)(=O)N3CCCC3)cc2)C1 (stereo not drawn)	i	-9.2*	i	i	i	i	i	-1	-1	i	i
9	CCCCNC(=O)CNC(=S)N(Cc1ccccc1F)C1CCCCC1	i	i	i	i	i	i	i	5	1	i	i
10	COc1ccccc1N1CCN(C(=O)c2ccc(N3CCCC3=O)cc2)CC1	i	i	i	i	i	i	i	5	-1	i	i
11	CC(=O)N1CCc2cc(Br)cc(S(=O)(=O)N3CCN(c4ccccn4)CC3)c21	i	i	i	i	i	i	i	-2	-3	i	i
12	O=c1cc(O)nc(-c2ccccc2)s1	i	i	i	i	i	i	i	7	9	i	i
13	COc1ccc(Cc2nnc(NCCO)[nH]c2=O)cc1	i	i	i	i	i	i	i	-3	-1	i	i
14	CCC(NC(=S)NC1CCCCC1)c1ccc(C)cc1 (stereo not drawn)	i	i	i	i	i	i	i	-12	8	i	i
15	O=C(COC(=O)/C=C/c1ccccc1)Nc1nnc(-c2ccccc2)o1	i	i	i	i	i	i	i	5	41	i	i
16	C=CCN1CCN(C(CCC)c2nnnn2Cc2ccco2)CC1 (stereo not drawn)	i	i	i	i	i	i	i	-6	4	i	i
17	Cn1nc(C(F)(F)F)cc1-c1ccc(/C=C(\C#N)C(=O)c2ccccc2)s1	i	i	i	i	i	i	i	4	-2	i	i
18	O=C(/C=C/c1ccc(Br)o1)OCc1nc2ccsc2c(=O)[nH]1	i	i	i	i	i	i	i	-4	4	i	i
19	CCCc1nnc(NC(=O)CCC(=O)NC2CCCC2)s1	i	i	i	i	i	i	i	1	-4	i	i
20	C=CCSc1nnnn1-c1ccc(OC)cc1	i	i	i	i	i	i	i	-8	3	i	i
21	CC(C)(C)NC(=O)C1N(c2cccnc2)C(=O)C2C(C(=O)Nc3ccccc3)C3(C)C=CC21O3 (stereo not drawn)	i	i	i	i	i	i	i	-2	-5	i	i
22	CCCCN1C(=O)C(O)(CC(=O)c2c(C)n[nH]c2C)c2cc(Br)ccc21 (stereo not drawn)	i	i	i	i	i	i	i	4	4	i	i
23	Cn1cncc1COC(=O)c1ccc(Cl)cc1	i	i	i	i	i	i	i	-1	5	i	i
24	CN(CCOCCOc1ccc(Cl)cc1Br)Cc1ccccc1	i	i	i	i	i	i	i	0	1	i	i
25	COc1cc(C#N)ccc1OCC(=O)NCc1cccs1	i	i	i	i	i	i	i	-8	17	i	i
26	Cc1cc(C(=O)N/N=C/c2c[nH]c3ccccc23)c(C)o1	i	i	i	i	i	i	i	9	-3	i	i
27	CC(=O)c1cccc(NC(=O)N2CCCC2C(=O)NC2CCCC2)c1 (stereo not drawn)	i	i	i	i	i	i	i	-2	-6	i	i
28	COc1ccc(NC(=O)CSc2nnc(-c3cccnc3)n2C)cc1	i	i	i	i	i	i	i	-2	0	i	i
29	CC1(C)CC(=O)C(C=NCCN2CCN(C(=O)c3ccccc3)CC2)=C(O)C1	i	i	i	i	i	i	i	3	-10	i	i
30	CCCC1(C(=O)O)NC(c2ccccc2O)C2C(=O)N(c3cccc(Cl)c3)C(=O)C21 (stereo not drawn)	i	i	i	i	i	i	i	4	1	i	i
31	CCNc1nc(N)nc(Oc2ccc(OCC)nn2)n1	i	i	i	i	i	i	i	-4	-2	i	i
32	N#Cc1nc(-c2ccc(F)cc2)oc1N1CCCCC1	i	i	i	i	i	i	i	-6	2	i	i
33	COC(=O)COc1ccc(Oc2nc(SC)nc(N(C)C)n2)nn1	i	i	i	i	i	i	i	3	0	i	i
34	Cc1ccnc(N2CCCC(C(=O)Nc3ccc(C)c(C)c3)C2)n1 (stereo not drawn)	i	i	i	i	i	i	i	4	13	i	i
35	O=C(Nc1cccc(NC(=O)C2CC2)n1)C1CC1	i	i	i	i	i	i	i	1	-2	i	i
36	CCCS(=O)(=O)n1nc(-c2ccccc2)cc1N	i	i	i	i	i	i	i	-1	-3	i	i
37	Cc1ccc(CNC(=O)c2ccccc2CCc2ccccc2)cc1	i	i	i	i	i	i	i	-2	0	i	i
38	CC(=O)NCCCNS(=O)(=O)c1ccc(C)cc1	i	i	i	i	i	i	i	0	-5	i	i
39	Cc1cccc(C)c1NC(=O)CCCSc1nnc(N)s1	i	i	i	i	i	i	i	1	0	i	i
40	CCCCN=C1NC(=O)C(CC(=O)Nc2ccc(Cl)cc2)S1 (stereo not drawn)	i	i	i	i	i	i	i	-1	6	i	i
41	CCCN1CCN(C(=O)CCCNC(=O)c2ccc(Cl)cc2)CC1	i	i	i	i	i	i	i	1	4	i	i
42	COP(=O)(OC)c1nc(-c2ccccc2)oc1N1CCOCC1	i	i	i	i	i	i	i	-98	5	i	i
43	COC(=O)Nc1ccc(S(=O)(=O)N(CCO)CC(F)(F)C(F)F)cc1	i	i	i	i	i	i	i	3	-1	i	i
44	CCN(CC)c1nc(N(CC)CC)[nH]c(=O)n1	i	i	i	i	i	i	i	2	-4	i	i
45	COC(=O)c1sc(-c2ccc(Cl)cc2)cc1N	i	-7.7*	i	i	i	i	i	11	-10	i	i
46	CC1CC(C)CN(C(=O)c2cc(-c3ccccn3)nc3ccccc23)C1 (stereo not drawn)	i	i	i	i	i	i	i	2	1	i	i
47	Cc1cc(N)n(-c2ccc([N+](=O)[O-])cc2)n1	i	i	i	i	i	i	i	0	0	i	i
48	Oc1ccccc1C1=Nc2ccccc2N=C(c2ccco2)C1	i	i	i	i	i	i	i	0	14	i	i
49	O=C(Nc1ccccc1)C1CCCCC1	i	i	i	i	i	i	i	-2	-5	i	i
50	Cc1ccc(NC(=O)c2cc(NC(=O)C3CC=CCC3C(=O)O)ccc2N2CCOCC2)cc1 (stereo not drawn)	i	i	i	i	i	i	i	3	-3	i	i
51	CCC(C(=O)OCC(=O)Nc1ccc(Cl)c(S(=O)(=O)N(C)C)c1)c1ccccc1 (stereo not drawn)	i	i	i	i	25*	i	i	14	-2	i	i
52	Cc1cc(N)c2ccccc2n1	i	i	i	i	i	i	i	4	19	i	i
53	c1ccc(-c2noc(-c3ccc4c(c3)OCO4)n2)nc1	i	i	i	i	i	i	i	-2	76*	i	i
54	Cc1cc(C(=O)N/N=C/c2ccc(C)s2)n[nH]1	i	i	i	i	i	i	i	5	7	i	i
55	O=C(Nc1nccs1)c1cc(N2CCOCC2)nc2ccccc12	i	i	i	i	i	i	i	0	2	i	i
56	Cc1ccc(-c2nc(NCc3ccco3)c3ccccc3n2)cc1	i	i	i	i	i	i	i	0	5	i	i
57	Cc1c(NC(=O)c2ccc(NS(=O)(=O)c3ccccc3)cc2)c(=O)n(-c2ccccc2)n1C	i	i	i	i	i	i	i	-2	-3	i	i
58	CN(C(=S)NC(=O)/C=C/c1ccc(F)cc1)C1CCCCC1	i	i	i	i	i	i	i	-4	-8	i	i
59	O=C(NC(=S)Nc1cccc([N+](=O)[O-])c1)C1CCCCC1	i	i	i	i	i	i	i	1	0	i	i
60	CCOc1ccc(NC(=O)CN2C(=O)CSc3ccc(S(=O)(=O)N4CCCC4)cc32)cc1	i	i	i	i	i	i	i	1	-3	i	i

(list continues)
cpd	smiles	MrgX1 agonist	RGS4 act	TRPC6 act	TMEM16A act	ANO1 block	MrgX1 allo act	MrgX1 antag	HDAC3 inhib	SKKanGAS inh	TRPC6 inh	RGS4 inh
61	COC(=O)c1ccc(SCC(=O)NCc2ccccc2)c([N+](=O)[O-])c1	i	i	i	.	i	i	i	9	-2	i	i
62	Cc1ccc(OCC(=O)N2CCN(S(=O)(=O)c3ccc(Cl)cc3)CC2)c([N+](=O)[O-])n1	i	i	i	i	i	i	i	0	-11	i	i
63	CC(C)(C)c1ccc(OCCNC(=S)Nc2ccccc2)cc1	i	i	i	i	i	i	i	5	5	i	i
64	CC(C)CCNC(=O)C1CCCCN1S(=O)(=O)c1ccc(F)cc1 (stereo not drawn)	i	i	i	i	i	i	i	5	-1	i	i
65	Cc1cc(-c2cc(-c3ccccc3)on2)nc(NCC2CC2)n1	i	i	i	i	i	i	i	-6	-1	i	i
66	CC(=O)Nc1cccc2c1C(=O)N(c1cccc(C)c1)C2=O	i	i	i	i	i	i	i	-1	-1	i	i
67	CN(Cc1cccc(F)c1)CC(O)COCc1ccccc1Cl (stereo not drawn)	i	i	i	i	i	i	i	-3	-9	i	i
68	O=[N+]([O-])c1cc(S(=O)(=O)Nc2ccc(Cl)cc2)ccc1N/N=C/c1ccncc1	i	i	i	i	i	i	i	-9	21	i	i
69	Cc1cc(=O)[nH]c(SCC(=O)/C=C2\N(C)c3ccccc3C2(C)C)n1	i	i	i	i	i	i	i	4	-8	i	i
